Screening data as filed in PubChem BioAssay.
H9c2 protect = myocardial damage modulation in H9c2 cells. 360,000 tested, 0.63% active. AID 588492. protection from H2O2 cell death, % at 20 µM. H9c2 cardiomyocytes, H2O2 injury protection, ATPLite, 2 h;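 active = compounds giving at least 50% protection of heart cells from peroxide-induced death in the single-dose screen, raw or plate-pattern-corrected value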;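 note: 0% = DMSO wells with peroxide and 100% = DMSO wells without peroxide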
CaV13 FRET inh = Primary screen for inhibitors of IQ motif and Ca2+-dependent inactivation inhibitor domain binding in CACNA1D, Förster resonance energy transfer in living cells, …; HEK cells, CFP/YFP FRET ICDI-IQ, plate reader, 10 min; percent FRET-ratio fall versus neutral wells; inhibition, % at 12.3 µM; 340,000 tested, 0.098% active;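 active = mean replicate inhibition of at least 30% and at least 1% of replicates passing that level; inconclusive = only one of the two criteria is met; inactive = neither criterion is met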;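 note: 0% = median of the neutral control wells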
MC4R barr agon = human MC4R agonism via beta-arrestin; 360,000 tested, 0.98% active; activation, % at 8.9 µM; U2OS MC4R beta-arrestin complementation, luminescence; percent of melanotan II response, DMSO zero;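 active = activation above a per-plate cutoff, the mean activation of sample wells on that plate plus 3 SD, cut at about 8% in these data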
HTR2A ag = agonists of mouse serotonin 5-HT2A receptor (HTR2A); P35363; CHO-K1 mHTR2A beta-arrestin complementation, luminescence; percent of 30 µM serotonin response; activation, % at 7.6 µM; 360,000 tested, 0.66% active; AID 624169;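 active = activation above a run cutoff, the mean activation of all tested compounds plus 3 SD, cut at about 14% in these data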;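 note: 0% = plate median of compound wells and 100% = 30 µM serotonin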
ABHD5-PLIN5 inh = ABHD5-PLIN5 protein interaction inhibition; Split G. princeps luciferase complementation, luminescence, 4 h; 360,000 tested, 0.78% active; AID 602281; inhibition, % at 4 µM;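 active = inhibition above the mean inhibition across every tested compound plus 3 SD, cut at about 22% in these data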;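 note: 0% = DMSO only wells and the 100% control is not disclosed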
Target sequence (Q00G26 whole entry, looked up): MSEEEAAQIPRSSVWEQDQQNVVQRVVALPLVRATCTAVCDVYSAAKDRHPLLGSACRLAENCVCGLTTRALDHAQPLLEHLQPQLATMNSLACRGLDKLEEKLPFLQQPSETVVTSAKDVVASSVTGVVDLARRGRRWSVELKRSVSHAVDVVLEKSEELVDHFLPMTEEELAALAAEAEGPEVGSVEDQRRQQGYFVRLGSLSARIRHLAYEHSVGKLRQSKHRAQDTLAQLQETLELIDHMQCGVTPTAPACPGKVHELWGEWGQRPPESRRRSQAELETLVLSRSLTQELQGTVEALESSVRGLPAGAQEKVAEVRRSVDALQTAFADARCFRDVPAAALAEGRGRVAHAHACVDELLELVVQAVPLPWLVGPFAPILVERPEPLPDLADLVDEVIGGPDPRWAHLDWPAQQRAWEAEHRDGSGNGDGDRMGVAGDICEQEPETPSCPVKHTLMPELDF
Target sequence (Q8WTS1 whole entry, looked up): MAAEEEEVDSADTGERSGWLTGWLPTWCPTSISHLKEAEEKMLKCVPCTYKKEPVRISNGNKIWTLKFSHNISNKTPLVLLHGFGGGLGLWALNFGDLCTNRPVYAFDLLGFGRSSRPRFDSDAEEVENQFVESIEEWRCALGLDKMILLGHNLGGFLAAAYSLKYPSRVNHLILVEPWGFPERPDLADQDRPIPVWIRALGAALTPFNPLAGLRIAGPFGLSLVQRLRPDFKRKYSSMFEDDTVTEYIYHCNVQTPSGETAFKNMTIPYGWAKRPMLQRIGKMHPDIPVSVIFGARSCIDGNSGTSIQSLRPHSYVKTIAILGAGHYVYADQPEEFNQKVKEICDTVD
N-glyco inh = N-linked glycosylation inhibition; D54 ERlucT glycosylation luciferase reporter, 24 h; percent of 100 nM tunicamycin response; reporter increase, % at 12.5 µM; 360,000 tested, 0.23% active;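 active = mean luciferase reporter signal, scaled so untreated is 0 and the glycosylation-blocking control 100, at or above a set limit in every replicate; inconclusive = mean reaches the limit but not every replicate does; inactive = mean below the limit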;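 note: luciferase carries N-glycosylation sites so blocking glycosylation raises the light; 0% = median of neutral control wells and 100% = median of 100 nM tunicamycin wells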
MC4R antag cAMP = human MC4R antagonism in cAMP assay; P32245; MC4R-expressing cells, MTII-stimulated cAMP, LANCE TR-FRET; inhibition, % at 6.5 µM; 360,000 tested, 0.48% active; AID 540295;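 active = inhibition above its plate's cutoff, the mean of tested wells on that plate plus 3 SD, cut at about 29% in these data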;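 note: 0% = Melanotan II alone and 100% = Melanotan II plus saturating MCL0020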
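System: U2OS-MC4R stable cell line; Technique: Eu-cAMP/anti-cAMP TR-FRET, emission 671 nm; Repeats: single well per compound; Also added: Melanotan II; Dosing: one concentration, 6.5 µM nominal; Schedule: 30-min compound, 1-h challenge, 1-h detection, room temperature.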
Exocytosis inh = blocks lytic granule exocytosis | TALL-104 LAMP-1 surface exposure, flow cytometry; cells stimulated with thapsigargin and PMA | inhibition, % at 10 µM | 360,000 tested, 0.66% active | AID 651702;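 active = inhibition above about 55%, limit read from the data; inconclusive = no clear call, values can overlap the other calls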
ABCB6 inh MLPCN = blocks the human ABCB6 transporter; fluorescence ratio to DMSO, % at 10 µM; K562-ABCB6 porphyrin accumulation, flow cytometry, 1 h; active compounds read low; AID 602162; 360,000 tested, 0.19% active; Q9NP58;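 active = fluorescence ratio to DMSO below 75%, the collection mean minus 3 SD; inconclusive = too few cells collected in the well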;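 note: signal is porphyrin accumulated inside mitochondria; 100% equals median channel fluorescence of DMSO control wells; lower ratio means ABCB6 inhibition with less porphyrin fluorescence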
PDI turbidity = inhibitors of human protein disulfide isomerase | PDI insulin aggregation turbidity, A650, 90 min | inhibition, % at 10 µM | 350,000 tested, 0.052% active | AID 588391;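 active = mean inhibition across replicates of 30% or more, whatever share of single replicates reach that level; inconclusive = mean inhibition below 30% while every single replicate reaches 30%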;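 note: absorbance from insulin aggregation driven by PDI reduction with DTT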
Active calls of the source: *; ? = inconclusive; nt = not tested or not shown.

SMILES | H9c2 protect | CaV13 FRET inh | MC4R barr agon | HTR2A ag | ABHD5-PLIN5 inh | N-glyco inh | MC4R antag cAMP | Exocytosis inh | ABCB6 inh MLPCN | PDI turbidity
COc1ccc(CCC(=O)O)cc1OC | -3 | -5 | -2.0 | 2 | -2 | 3 | 14 | 24 | 103 | 0
CCc1ccc(C(=O)OCC(=O)N2CCCCCC2)cc1 | -1 | -6 | -2.8 | -1 | -3 | 0 | 1 | 1 | 92 | -4
CCOC(=O)/C(C#N)=C/C1=C(N2CCOCC2)C(C)(C)OCC1 | 8 | -21 | -0.6 | 3 | 8 | 0 | -6 | 4 | 95 | 10
O=C(CCC(=O)c1cccs1)Nc1ccc(F)c(F)c1F | 1 | -4 | -2.1 | 2 | 0 | -1 | 8 | 0 | 90 | 1
NC(=O)Cc1nc(-c2ccc([N+](=O)[O-])cc2)cs1 | 2 | -3 | -0.8 | -3 | 1 | 1 | 8 | -7 | 96 | 10
Cc1ccc(CNc2ncnc3ccc(-c4ccc(CO)o4)cc23)o1 | 16 | -7 | 0.6 | 1 | 12 | -8 | 8 | 4 | 96 | 10
O=C(Nc1ccc(Oc2ccccc2)cc1)c1ccco1 | -11 | nt | 1.3 | 1 | 1 | -6 | -4 | 2 | 102 | -7
O=C(O)c1cccc(S(=O)(=O)Nc2cccc(S(=O)(=O)N3CCCC3)c2)c1 | 8 | -6 | -2.5 | -3 | 6 | -3 | -10 | 1 | 95 | -1
O=C(COCC(=O)N1CCOCC1)N1CCOCC1 | 5 | 1 | -0.5 | 5 | 3 | 0 | 3 | -1 | 95 | -6
C/C(=N\NC(=O)CNC(=O)c1ccc2c(c1)OCO2)c1ccco1 | 2 | -4 | -1.4 | 2 | -1 | 2 | -5 | 5 | 101 | -14
CN1CCN(C2CCCCCC2)CC1 | 0 | -3 | -0.3 | 3 | 0 | -2 | 0 | -1 | 92 | 6
CCOC(=O)C1=CN(Cc2ccc(Br)cc2)S(=O)(=O)N(C)C1C (configuration not stated) | -4 | -5 | 2.4 | -9 | -2 | 0 | 5 | -2 | 103 | 4
Cc1ccccc1CCN1CCCC(CN(C)CC(C)(C)C)C1 (configuration not stated) | 2 | -4 | -0.7 | -8 | 2 | 0 | 2 | 4 | 102 | 14
CC(C)c1ccc(NC(=O)NC2CCN(CC(=O)Nc3cccc4ccccc34)CC2)cc1 | -23 | nt | 1.1 | -2 | 5 | -6 | 3 | 16 | 101 | 2
COc1ccc(Br)c(Cn2c(C)c(C(=O)NCc3cccs3)sc2=O)c1 | 0 | ? | 0.7 | 3 | -3 | -3 | 7 | 2 | 104 | 6
CCOC(=O)c1nc(S(C)(=O)=O)ncc1N1CCOCC1 | -4 | nt | -1.0 | 7 | 14 | -1 | 7 | 4 | 90 | 17
CC1=NN(C(=O)c2ccccc2Cl)C(O)(c2ccccc2)C1 (configuration not stated) | -3 | -3 | -0.3 | -2 | -3 | 0 | 7 | -11 | 91 | -4
CCn1cc(CN2CCCC(CNS(=O)(=O)c3ccc(OC)cc3)C2)cn1 (configuration not stated) | 6 | -6 | -2.8 | -9 | -4 | 1 | 7 | 1 | 93 | -4
Cc1ccc(CNC(=O)CCSCCC(=O)NCc2ccc(C)cc2)cc1 | 2 | -5 | -2.4 | -2 | 4 | 1 | 13 | -1 | 96 | -1
CCOC(=O)c1sc(N(Cc2ccccc2)C(=O)CSc2ncn[nH]2)nc1C | -15 | nt | 6.7 | 2 | -5 | 0 | 12 | -4 | 103 | -3
O=C(c1ccccc1)N1CCN(C(=O)c2ccccc2)CC1 | 9 | nt | -0.8 | -3 | 1 | 1 | 21 | 0 | 105 | 1
CC(CN(C(N)=O)c1ccccc1O)C(=O)O (configuration not stated) | 1 | -5 | -0.2 | 2 | -3 | 3 | -4 | 1 | 99 | 2
O=C1Nc2ccccc2N(C(=O)c2ccc(-c3ccccc3)cc2)C1c1nc2ccccc2[nH]1 (configuration not stated) | nt | -9 | nt | -1 | -4 | nt | nt | 2 | 98 | nt
Cc1cc(NC2CCCCC2)nc(-c2ccccc2O)n1 | 3 | nt | 3.5 | -1 | -13 | -4 | -4 | -3 | 101 | 5
O=C(NCCC1=CCCCC1)NC1CCCCC1 | -4 | -5 | -1.2 | 1 | -5 | -7 | 3 | 1 | 96 | 2
Cc1csc(NC(=O)C2CCN(S(=O)(=O)c3cccs3)CC2)n1 | 4 | 2 | -0.6 | -1 | 2 | -3 | -2 | 8 | 95 | 9
CN(C(=O)Nc1ccc(C(C)(C)C)cc1)C1CCCCC1 | -2 | -12 | 2.3 | 5 | 10 | 2 | 6 | -1 | 102 | 0
COC(=O)c1ccc(CNC(=O)c2ccccc2C(=O)NCC2(CBr)OCCO2)cc1 | 3 | -7 | -2.7 | 3 | 4 | 1 | -5 | 0 | 101 | 4
CN(C)CCCNS(=O)(=O)c1ccc(-n2nnc3ccccc32)c([N+](=O)[O-])c1 | 6 | -4 | -0.1 | -5 | -8 | -3 | 8 | 0 | 99 | 0
CCCCC(=O)Nc1cccc(-c2nc3ncccc3o2)c1C | 6 | -6 | 0.4 | -14 | 3 | 1 | 5 | 3 | 97 | -9
CC(C)(C)NC(=O)CSc1nnc(NC(=O)c2ccccc2Cl)s1 | 0 | 1 | -0.1 | 10 | -2 | 0 | -2 | -4 | 100 | 5
CC1CCCC(C)N1C(=O)CSc1nnc(NC(=O)c2cccs2)s1 (configuration not stated) | 2 | nt | -2.8 | 1 | -1 | -1 | 7 | -2 | 101 | -3
Cc1ccc2occ(/C=N/NC(=O)c3ccc(Cl)cc3)c(=O)c2c1 | 0 | -6 | 0.8 | 7 | 11 | -6 | 5 | 12 | 107 | -2
O=C(N/N=C/c1cn(Cc2ccccc2)c2ccccc12)c1cccnc1 | -8 | 2 | -2.9 | -9 | 3 | -17 | -6 | -2 | 94 | 12
Cc1noc(C)c1NC(=O)N(C)C[C@@H]1Oc2c(NC(=O)c3ccncc3)cccc2C(=O)N([C@H](C)CO)C[C@@H]1C | 1 | -5 | 0.1 | 1 | 13 | 1 | 2 | 12 | 98 | 0
Cc1nc(SCC(=O)NC2(C#N)CCCC2)n(CC(C)C)c1C | 0 | -4 | -3.3 | -2 | -9 | -1 | -2 | 0 | 96 | 1
CCCn1nc(NC(=O)c2cccs2)c2cc3cc(OC)ccc3nc21 | 20 | nt | -0.8 | -1 | -2 | 15 | 5 | 2 | 101 | 0
Cc1ccc2cc3c(nc2c1)OCC3 | -9 | -5 | -1.6 | -3 | -1 | 1 | 27 | 2 | 105 | -1
CCN(CC)C(=O)COc1ccc(-c2ccccc2)cc1 | -7 | -4 | -1.6 | -5 | 3 | -3 | 9 | -2 | 103 | 1
O=c1[nH]cc(NCc2ccccc2)c(=O)[nH]1 | 9 | -6 | -0.2 | 0 | -7 | 1 | -3 | -3 | 84 | 5
C=CCC(NCc1ccccc1)c1ccc(Cl)cc1 (configuration not stated) | -4 | -3 | 2.8 | 6 | 3 | -5 | 3 | -2 | 99 | -1
CCC1CN(C(=O)N2CCC(C(=O)NCc3ccc(C)o3)CC2)c2ccccc2O1 (configuration not stated) | -15 | -2 | -1.0 | 1 | 2 | 1 | 3 | 0 | 100 | 4
CC(C)NC(=O)NC(=O)COC(=O)c1ccc(OC(F)(F)F)cc1 | -5 | -5 | 3.4 | 4 | 0 | -4 | 3 | -1 | 96 | -12
C/C=C/c1ccc(OCCCCN2CCC(C)CC2)c(OC)c1 | -4 | 3 | -2.6 | -8 | 4 | -5 | -2 | 1 | 96 | 3
CCN(CC(=O)NCCCN1CCOCC1)S(=O)(=O)c1ccc(F)cc1 | 2 | -3 | 0.7 | 0 | 2 | 3 | 9 | -6 | 108 | 5
CC(OC(=O)c1cccs1)C(=O)NCc1ccc2c(c1)OCO2 (configuration not stated) | -3 | -5 | 2.4 | -1 | 2 | 3 | 1 | 6 | 94 | 2
CCOC(=O)[C@]12CCC=C1N(Cc1ccco1)C(=O)[C@H](CC(=O)NCC13CC4CC(CC(C4)C1)C3)C2 | nt | -5 | nt | -2 | 4 | nt | nt | -6 | 99 | nt
CCOC(=O)Cc1nnc(NC(=O)COc2ccc(C)cc2)s1 | 10 | 0 | -1.6 | -3 | 0 | 2 | 6 | -1 | 106 | 0
C=CC[C@@H](CC(=O)N(CCO)Cc1ccccc1)C(=O)N[C@H](COC(=O)[C@@H](CC=C)Cc1ccc(F)cc1)Cc1c[nH]c2ccccc12 | -3 | -5 | -0.1 | 4 | 16 | 0 | 29* | 52 | 93 | 3
Cc1nn(C)cc1C(C)NCc1c(C(=O)N2CCCCCCC2)nc2ccc(Cl)cn12 (configuration not stated) | 3 | -18 | -2.5 | 1 | 1 | 0 | 0 | 2 | 102 | 4
Continuation.
SMILES | H9c2 protect | CaV13 FRET inh | MC4R barr agon | HTR2A ag | ABHD5-PLIN5 inh | N-glyco inh | MC4R antag cAMP | Exocytosis inh | ABCB6 inh MLPCN | PDI turbidity
CC1c2cccn2CCN1S(=O)(=O)c1ccc(F)cc1 (configuration not stated) | 2 | -6 | -0.8 | -2 | 6 | 0 | 1 | -2 | 104 | 0
COC(=O)c1c(C)[nH]c(C)c1-c1ccccc1Cl | -8 | 0 | -2.7 | 4 | -7 | 1 | -2 | -1 | 101 | 4
COc1cc(OC)cc(C(=O)N2CCN(Cc3cccc(F)c3)CC2)c1 | -1 | -5 | -0.8 | 0 | 5 | 1 | 4 | -3 | 93 | -7
COc1ccc(C/C(N)=N/OC(=O)c2ccc(Cl)cc2)cc1 | -19 | -7 | 1.6 | -1 | -2 | 2 | 8 | -2 | 96 | 12
COc1ccc(-c2cc(C(=O)Nc3cc(C)ccc3O)no2)cc1 | -9 | -19 | -0.2 | 0 | 3 | 2 | 10 | 6 | 95 | -26
CCN(CC)c1ccc(/C=N/NC(=O)c2cccc(S(=O)(=O)N3CCOCC3)c2)c(O)c1 | 24 | -22 | -2.1 | -1 | 0 | -11 | 12 | 1 | 95 | 14
Cc1cc(C(C)(C)C)cc(S(=O)(=O)NCC(=O)O)c1C | -4 | -5 | -2.9 | 2 | 5 | 2 | 7 | -3 | 96 | -2
O=S(=O)(NCc1ccccc1)c1ccc(Br)c2nsnc12 | -2 | -6 | 0.4 | -5 | -1 | 0 | 21 | -1 | 101 | 2
O=C(NCCc1ccc(Cl)cc1Cl)c1cc([N+](=O)[O-])c[nH]c1=O | -14 | -5 | -2.6 | -1 | -4 | 0 | 0 | 50 | 99 | 1
CC(=O)N1CCc2cc(S(=O)(=O)N3CC(C)CC(C)C3)ccc21 (configuration not stated) | 0 | -2 | -1.3 | 0 | 0 | -2 | 2 | -7 | 97 | -7
